Compound activity from PubChem.
FLuc inhib CS: inhibits firefly luciferase, flagging false hits in luciferase inhibition screens; P08659; ATPLite firefly luciferase biochemical luminescence, 10 min; inhibition, % at 10 µM; 200,000 compounds, 1.5% hits;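 active means inhibition above about 50% when tested at 10 µM, limit read from the data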
Target sequence (P08659 whole entry, looked up): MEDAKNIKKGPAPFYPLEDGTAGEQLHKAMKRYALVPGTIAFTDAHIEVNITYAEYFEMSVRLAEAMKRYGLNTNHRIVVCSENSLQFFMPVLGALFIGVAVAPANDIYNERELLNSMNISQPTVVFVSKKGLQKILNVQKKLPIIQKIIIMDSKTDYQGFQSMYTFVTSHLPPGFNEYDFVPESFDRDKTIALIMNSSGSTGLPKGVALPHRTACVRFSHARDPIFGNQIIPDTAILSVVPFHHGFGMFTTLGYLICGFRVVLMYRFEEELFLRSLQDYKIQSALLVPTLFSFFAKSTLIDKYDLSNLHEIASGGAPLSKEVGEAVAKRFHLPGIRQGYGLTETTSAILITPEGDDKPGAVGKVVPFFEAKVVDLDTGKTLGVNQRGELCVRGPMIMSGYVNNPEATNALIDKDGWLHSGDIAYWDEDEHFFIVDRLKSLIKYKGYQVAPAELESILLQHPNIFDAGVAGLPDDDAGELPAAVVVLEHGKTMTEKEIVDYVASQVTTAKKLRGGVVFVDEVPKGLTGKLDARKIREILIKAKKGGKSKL
G6PDH CS: counter-screen for G6PDH assay hits: L. mesenteroides G6PDH inhibition | AID 1020 | 200,000 compounds, 0.12% hits | inhibition, % at 5 µM | Purified L. mesenteroides G6PDH, diaphorase/resazurin coupled fluorescence, 45 min; in the data active means inhibition above about 50%
NF-kB expr up: NF-kB expression increase, human neuronal cells. NF-kB reporter expression; stronger effect = higher value. fold change at 12.5 µM. 190,000 compounds, 1.6% hits. AID 1239; in the data active means fold change above about 3.3
DTT redox prof: compounds producing H2O2 with reducing agent – biochemical, NIH compound library profiling, artefact control for MLSCN library redox annotation, primary screen; 200,000 compounds, 0.03% hits; activation, % at 10 µM; DTT-dependent redox cycling H2O2, phenol red/HRP absorbance; 100% = 100 µM peroxide control, 0% = buffer;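 active means activation of at least 50% relative to the plate's high and low controls in the primary single-dose screen; inactive means activation below 50%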;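 further: compound incubated with DTT at 0.8 mM final as the reducing agent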
STAT1 act: activators of IFN-gamma induced STAT1 signaling; AID 932; NIH 3T3 STAT1-luciferase reporter, luminescence; 100% = IFN-gamma alone, no compound; 200,000 compounds, 2.6% hits; activation (% of control), % at 5.5 µM;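 active means activation above the screen-wide mean activation plus 3 SD, cut at about 130% in these data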;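 further: raw ratio to IFN-gamma control signal so 100% means no change and 0% no light; values of inactives mirror those of a sister screen read the other way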
APP 5UTR inh: APP translation inhibition; SH-SY5Y APP 5'UTR-luciferase reporter, luminescence; inhibition, % at 2 µM; 190,000 compounds, 0.82% hits;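 active means inhibition above a set limit, derived from the sample mean plus 3 SD, cut at about 45% in these data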; further: values of inactives mirror those of a sister screen read the other way
Efa HMGR inh: blocks class II HMG-CoA reductase of Enterococcus faecalis | purified E. faecalis HMGR, NADPH absorbance 340 nm kinetic | inhibition, % at 10 µM | 190,000 compounds, 0.41% hits | AID 1066;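 active means inhibition above a set limit, the median over all tested compounds plus 3 SD, cut at about 9.5% in these data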;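 further: enzyme runs in reverse so mevalonate oxidation gives rising NADPH absorbance; 0% = complete reaction with DMSO and 100% = background rate lacking mevalonate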
FLuc act counter: affects firefly luciferase, flagging false hits in luciferase stimulation screens; P08659; ATPlite luciferase biochemical, luminescence, 10 min; 0 = ATP-free wells, 1 = DMSO control; activation factor at 10 µM; 200,000 tested, under 10 active; AID 1027;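 active means luciferase activation factor, scaled between plate controls, of at least 2 with compound at 10 µM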
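Material: Luciferase/luciferin reagent mix | Doses: Test compounds dosed from 2 mM stocks in 100% DMSO | Timing: 10 min incubation after luciferase reagent addition, room temperature | Measured by: Luminescence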
Hsp70 activator: Hsp70 transcriptional activation, primary screen. activation, % at 10 µM. 200,000 compounds, 0.04% hits. HeLa Hsp70 promoter luciferase reporter, luminescence; scaled: vehicle 0, proteasome-inhibitor control 100%;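 active means activation above the mean across all tested compounds plus 3 SD, cutoff set per campaign, cut at about 5.5% in these data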;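 further: 100% = MG132 at 30 µM as the positive control and 0% = DMSO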
APP 5'UTR act: activates APP 5'UTR luciferase reporter | SH-SY5Y APP 5'UTR luciferase reporter, luminescence; zero percent = DMSO vehicle wells | activation, % at 2 µM | 190,000 compounds, 1% hits | AID 1276;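 active means activation above a set limit, based on mean plus 3 SD of controls, cut at about 140% in these data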; further: values of inactives mirror those of a sister screen read the other way
Active calls of the source: *; x = not tested or not shown; & = joins results of further samples.

SMILES	FLuc inhib CS	G6PDH CS	NF-kB expr up	DTT redox prof	STAT1 act	APP 5UTR inh	Efa HMGR inh	FLuc act counter	Hsp70 activator	APP 5'UTR act
O=P(NS(=O)(=O)c1ccc(Br)cc1)(Oc1ccccc1)Oc1ccccc1	-4	-1	0.93	0.1	96	-5	-5	1	0.0	5
CCOC(=O)c1c(/N=C/c2c(O)n(-c3cccc(C)c3)c(=O)[nH]c2=O)sc2c1CCCC2	-1	19	0.97	0.3	96	-18	-2	1	-0.2	18
CCCC(C)n1[nH]c(=O)c2c1NC(=O)CSC2c1ccc(OC)c(OC)c1 (stereo not drawn)	-5	13	1.1	0.2	101	-7	0	1.1	0.9	7
CC(=NCCC1=CCCCC1)c1c(O)[nH]c(=O)[nH]c1=O	-4	-1	0.82	2.6	98	-11	-4	1	-0.4	11
C=CCN1C(=O)NC(=O)/C(=C/c2ccc(N(C)C)c(Br)c2)C1=O	-3	7	1.6	6.9	97	-11	-7	1	-0.1	11
O=C1CC(N2CC=C(c3ccccc3)CC2)C(=O)N1c1ccc(F)cc1 (stereo not drawn)	-5	-13	0.92	0.0	96	13	-1	1	-0.1	-13
Cc1ccc(C)c(C2(O)CC(C)N(C)CC2C)c1 (stereo not drawn)	-8	-2	1.1	-0.9	94	-5	-2	1.1	-0.1	5
CC(=O)OC1C2CCCC1C(N1CCCC1)CC2 (stereo not drawn)	-3&-3	10&2	0.97&1.2	1.9&0.8	97&101	8&11	-4&-11	1&1	-0.3&-0.2	-8&-11
Cc1nn(Cc2ccccc2)c(C)c1C(=O)NC1CCCc2ccccc21 (stereo not drawn)	-4	8	0.86	-0.4	91	6	-1	1	-0.5	-6
CC[N+]12CCC(CC1)C(=C(c1ccccc1)c1ccccc1)C2	0	9	0.95	0.2	100	-6	-2	1	-0.3	7
CCOC(=O)c1c(C)n(Cc2ccccc2)c2ccc(OCC(O)CN3C(=O)CNC3=O)cc12 (stereo not drawn)	-16	8	0.47	-1.2	97	-3	-5	1.2	0.2	3
CC(C)C/C(=N/O)c1c[nH]c2ccccc12	-6	-2	0.91	0.2	93	x	-1	1.1	-0.4	x
COc1ccc(C2(C#N)CCN(C)CC2)cc1	1	8	1.1	-0.1	103	-3	-2	1	-0.4	3
COc1ccc(/C=C2\C(=O)NC(=O)N(CCC3=CCCCC3)C2=O)c(OC)c1	-9	8	1.3	0.3	104	4	-3	1.1	-0.2	-4
CN1C(=O)C(=Cc2ccccc2OCCOc2ccc([N+](=O)[O-])cc2)C(=O)N(C)C1=O	-7	12	1.3	-0.2	108	14	-1	1.1	-0.2	-14
Cc1cc(C)cc(N2C(=O)NC(=O)/C(=C\C=C\c3ccco3)C2=O)c1	-8	9	1	-0.4	97	46*	-5	1.1	-0.1	-46
O=c1[nH]c(=O)n(Cc2ccc(F)cc2)c(O)c1C=NCCCN1CCOCC1	-6	-9	1	1.5	98	6	-2	1.1	0.2	-6
CCOP(=O)(OCC)C(O)c1ccc(OC)cc1OC (stereo not drawn)	-6	5	0.99	0.0	98	-16	-3	1.1	-0.2	16
S=P(Nn1cnnc1)(c1ccccc1)c1ccccc1	5	4	1.2	0.8	98	-8	-5	1	0.2	8
O=C(Cn1c(=S)[nH]c2ccccc2c1=O)N1CCC2(CC1)OCCO2	-3	0	0.97	-6.8	99	-11	-7	1	-0.4	11
CCC(C)(C)n1nnnc1CN1CCC(n2c(C)nc3cc(C(F)(F)F)ccc32)CC1	0	6	0.91	-0.6	102	2	-4	1	0.3	-2
COC(=O)[C@@H]1[C@@H](C(=O)OC)C2(c3ccccc3-c3ccccc32)N(c2ccc(Cl)cc2)N1C#N	-3	2	0.18	-0.3	95	-3	0	1	0.3	3
O=c1c2cc([N+](=O)[O-])ccc2nc(CN2CCOCC2)n1-c1ccccc1F	-1	13	0.62	-0.2	110	4	-3	1	-0.2	-4
CCCCn1c(O)c(C(CC)=NCc2cc(OC)cc(OC)c2)c(=O)[nH]c1=O	-7	2	0.81	1.8	97	22	-7	1.1	-0.4	-22
O=C(COc1ccccc1)N1CCN(C2CC3CCC2C3)CC1 (stereo not drawn)	-8	2	1.6	1.8	104	8	9	1.1	-0.3	-8
N#Cc1ccccc1Cn1cc(C(=O)c2ccccc2F)c2ccccc21	-8	-8	1.2	-0.1	92	8	-12	1.1	-0.4	-8
CCCCn1c(NC(=O)c2ccc(Br)o2)c(C(=O)OCC)c2nc3ccccc3nc21	-5	34	0.86	7.7	97	-10	4	1.1	-0.4	10
c1ccc2c(N3CCNCC3)nsc2c1	-9	8	0.94	0.0	100	13	-6	1.1	-0.1	-13
O=C(c1cn(Cc2ccccc2)c2ccccc12)N1CCCCC1	-4	1	0.89	-2.0	91	-3	0	1	0.0	3
N#CC(C#N)=Cc1ccc(-c2ccccc2F)o1	-3	1	1	-0.2	86	10	-3	1	-0.4	-11
CCCCOc1ccc(CN2CCN(CCO)CC2)cc1	-7	-13	1.2	-2.2	99	-4	0	1.1	0.4	4
COC(=O)C1=Nc2ccccc2/C1=C\c1c(O)n(-c2ccc(OC)cc2)c(=O)[nH]c1=O	-5	4	0.66	3.4	98	-2	x	1.1	-0.4	2
CC(c1ccccc1)n1cncc1C(=O)N1CCCC1=O (stereo not drawn)	-8	4	1.1	2.5	104	-10	-1	1.1	-0.1	10
O=C(O)C(Cc1cnc[nH]1)NS(=O)(=O)c1ccc(Cl)cc1 (stereo not drawn)	-4	8	1.1	-0.2	91	-8	-5	1	-0.3	8
O=c1cccc2n1CC1CC2CN(c2ncnc3c2cnn3-c2ccccc2)C1 (stereo not drawn)	-7	18	1.2	-3.0	95	-16	-2	1.1	-0.2	16
CN(C)CCN=Cc1c(O)n(C2CCCCCC2)c(=O)[nH]c1=O	-3	9	1.1	1.7	99	x	-6	1	-0.1	x
CCN1C(=O)CC(c2cccnc2)=Nc2ccccc21	-5	9	1	-0.5	99	28	0	1	-0.4	-28
O[C@@H]1CCCC[C@H]1N1CCC(c2ccccc2)CC1	-10&-6	19&10	1.1	3.7	99	x	-9&4	1.1&1.1	-0.4&0.5	x
CCOP(=O)(OCC)C(O)c1cccc([N+](=O)[O-])c1 (stereo not drawn)	-4	2	1.1	-0.1	99	12	-2	1	-0.2	-12
O=C(NCCN1CCOCC1)c1ccc(Cl)nc1Cl	-6	10	1.1	-0.1	98	10	-2	1.1	-0.3	-10
CCOC(=O)c1sc(N=Nc2c(O)[nH]c(=O)[nH]c2=O)c(C(=O)OCC)c1C	-2	15	1.2	-0.3	100	9	-4	1	-0.2	-9
COc1ccccc1CN1CCCCC1c1cccnc1 (stereo not drawn)	-8	-3	1.2	0.3	101	3	-7	1.1	-0.2	-3
CN(C)C(=O)Oc1ccc(OC(=O)N(C)C)cc1	-10	10	1.1	-1.2	98	-11	-4	1.1	-0.2	11
CC(C)CC(NC(=O)C1CCCCC1)C(=O)N1CCC2(CC1)OCCO2 (stereo not drawn)	-1	3	1.2	0.0	100	-2	-7	1	0.7	2
CCN(CCNc1ccc([N+](=O)[O-])c2cccnc12)S(=O)(=O)c1ccc(Cl)cc1	-4	13	0.85	3.6	102	6	1	1	-0.3	-7

3 structures out of the list, arranged by heavy-atom count, lowest first.
SMILES	FLuc inhib CS	G6PDH CS	NF-kB expr up	DTT redox prof	STAT1 act	APP 5UTR inh	Efa HMGR inh	FLuc act counter	Hsp70 activator	APP 5'UTR act
CC(=O)OC1C2CCCC1C(N1CCCC1)CC2 (stereo not drawn)	-3&-3	10&2	0.97&1.2	1.9&0.8	97&101	8&11	-4&-11	1&1	-0.3&-0.2	-8&-11
Cc1cc(C)cc(N2C(=O)NC(=O)/C(=C\C=C\c3ccco3)C2=O)c1	-8	9	1	-0.4	97	46*	-5	1.1	-0.1	-46
O=P(NS(=O)(=O)c1ccc(Br)cc1)(Oc1ccccc1)Oc1ccccc1	-4	-1	0.93	0.1	96	-5	-5	1	0.0	5

Carrying on.
SMILES	FLuc inhib CS	G6PDH CS	NF-kB expr up	DTT redox prof	STAT1 act	APP 5UTR inh	Efa HMGR inh	FLuc act counter	Hsp70 activator	APP 5'UTR act
CC1N(O)C2CCCCCC2N1O (stereo not drawn)	-5	5	1.1	0.4	100	-10	-1	1.1	-0.4	10
COc1ccc(C2=NCc3nnc(C)n3-c3ccc(Cl)cc32)cc1Cl	-4	2	1.6	0.5	86	-3	-2	1	0.1	3
CCOC(=O)c1c(C)[nH]c(C(=O)C(Cc2ccccc2)N(C)C)c1C (stereo not drawn)	-4	12	1	-0.1	102	-6	0	1	-0.5	6
CCCCC1C(=O)NC(=S)NC1=O	-6	4	0.94	-0.3	100	-9	-4	1.1	-0.3	9
CN1CCN(S(=O)(=O)c2ccc(Cl)nc2)CC1	0	10	1	0.6	100	2	-2	1	-0.3	-2
CCP(=S)(CC)c1ccc(N(C)C)cc1	-6	2	1.1	0.5	111	-9	-1	1.1	-0.2	9
O=C(NCc1cccnc1)NC1CCCCC1	-2	18	1	0.1	102	8	-7	1	-0.3	-9
Cc1nnc2n1-c1ccc(Cl)cc1C(c1ccccc1)=NC2	1	-1	x	x	x	x	-1	1	0.1	x
CN1C(=O)C(=Cc2ccc(N(C)C)c([N+](=O)[O-])c2)C(=O)N(C)C1=O	-3	15	0.75	-0.4	103	-12	1	1	-0.3	12

Gathered by group: the compounds so far with an NH in an aromatic ring.
SMILES	FLuc inhib CS	G6PDH CS	NF-kB expr up	DTT redox prof	STAT1 act	APP 5UTR inh	Efa HMGR inh	FLuc act counter	Hsp70 activator	APP 5'UTR act
CCOC(=O)c1c(/N=C/c2c(O)n(-c3cccc(C)c3)c(=O)[nH]c2=O)sc2c1CCCC2	-1	19	0.97	0.3	96	-18	-2	1	-0.2	18
CCCC(C)n1[nH]c(=O)c2c1NC(=O)CSC2c1ccc(OC)c(OC)c1 (stereo not drawn)	-5	13	1.1	0.2	101	-7	0	1.1	0.9	7
CC(=NCCC1=CCCCC1)c1c(O)[nH]c(=O)[nH]c1=O	-4	-1	0.82	2.6	98	-11	-4	1	-0.4	11
CC(C)C/C(=N/O)c1c[nH]c2ccccc12	-6	-2	0.91	0.2	93	x	-1	1.1	-0.4	x
O=c1[nH]c(=O)n(Cc2ccc(F)cc2)c(O)c1C=NCCCN1CCOCC1	-6	-9	1	1.5	98	6	-2	1.1	0.2	-6
O=C(Cn1c(=S)[nH]c2ccccc2c1=O)N1CCC2(CC1)OCCO2	-3	0	0.97	-6.8	99	-11	-7	1	-0.4	11
CCCCn1c(O)c(C(CC)=NCc2cc(OC)cc(OC)c2)c(=O)[nH]c1=O	-7	2	0.81	1.8	97	22	-7	1.1	-0.4	-22
COC(=O)C1=Nc2ccccc2/C1=C\c1c(O)n(-c2ccc(OC)cc2)c(=O)[nH]c1=O	-5	4	0.66	3.4	98	-2	x	1.1	-0.4	2
O=C(O)C(Cc1cnc[nH]1)NS(=O)(=O)c1ccc(Cl)cc1 (stereo not drawn)	-4	8	1.1	-0.2	91	-8	-5	1	-0.3	8
CN(C)CCN=Cc1c(O)n(C2CCCCCC2)c(=O)[nH]c1=O	-3	9	1.1	1.7	99	x	-6	1	-0.1	x
CCOC(=O)c1sc(N=Nc2c(O)[nH]c(=O)[nH]c2=O)c(C(=O)OCC)c1C	-2	15	1.2	-0.3	100	9	-4	1	-0.2	-9
CCOC(=O)c1c(C)[nH]c(C(=O)C(Cc2ccccc2)N(C)C)c1C (stereo not drawn)	-4	12	1	-0.1	102	-6	0	1	-0.5	6

An excerpt; rates above refer to the full screens.
